PPARg SRC1 recr = PPARgamma-driven SRC-1 recruitment agonism; P37231; PPARgamma-SRC-1 coactivator recruitment biochemical assay; activation, % at 8 µM; 200,000 tested, 0.41% active; in the data active = activation above about 19%;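 also: 0% = DMSO and 100% = reference agonist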
Target sequence (P37231 whole entry, looked up): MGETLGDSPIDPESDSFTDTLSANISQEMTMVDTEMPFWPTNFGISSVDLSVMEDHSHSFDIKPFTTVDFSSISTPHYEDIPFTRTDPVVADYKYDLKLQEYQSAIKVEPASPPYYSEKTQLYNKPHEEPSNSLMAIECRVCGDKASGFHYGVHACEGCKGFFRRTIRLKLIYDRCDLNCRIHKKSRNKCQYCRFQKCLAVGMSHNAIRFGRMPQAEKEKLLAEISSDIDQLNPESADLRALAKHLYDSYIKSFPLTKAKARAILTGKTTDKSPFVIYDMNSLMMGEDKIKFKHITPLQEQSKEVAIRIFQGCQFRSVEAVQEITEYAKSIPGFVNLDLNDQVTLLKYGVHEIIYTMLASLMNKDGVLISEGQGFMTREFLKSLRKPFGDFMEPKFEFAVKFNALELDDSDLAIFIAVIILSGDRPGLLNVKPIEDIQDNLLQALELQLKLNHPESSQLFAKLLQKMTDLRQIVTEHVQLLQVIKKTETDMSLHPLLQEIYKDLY
bIAP inh = intestinal alkaline phosphatase (bovine) inhibition; purified bovine IAP, CDP-star luminescence, 30 min; inhibition, % at 20 µM; 190,000 tested, under 10 active;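 active = over 50% inhibition of intestinal alkaline phosphatase at 20 µM in the single-dose screen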
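Assay system: bovine IAP enzyme; medium: DEA buffer 100 mM, pH 9.8, with MgCl2 1.0 mM, ZnCl2 0.02 mM; doses: 20 µM single dose; incubation: enzyme reaction for 30 min at room temperature; detection: CDP-star luminescence signal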
PPARg SRC2 recr = agonists of SRC-2 recruitment by human PPARgamma. P37231. PPARgamma LBD-SRC-2 recruitment, biochemical. activation, % at 8 µM. 200,000 tested, 0.34% active. AID 1032; in the data active = activation above about 22%;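 also: 0% = vehicle and 100% = reference agonist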
HMGR II inh = blocks class II HMG-CoA reductase of Enterococcus faecalis. purified E. faecalis HMGR, NADPH absorbance 340 nm kinetic. inhibition, % at 10 µM. 190,000 tested, 0.41% active. AID 1066;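 active = inhibition above a set limit, the median over all tested compounds plus 3 SD, cut at about 9.5% in these data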;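 also: enzyme runs in reverse so mevalonate oxidation gives rising NADPH absorbance; 0% = complete reaction with DMSO and 100% = background rate lacking mevalonate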
TNAP inh no acc = inhibitors of human TNAP without phosphate acceptor | purified TNAP, CDP-star luminescence, 30 min | inhibition, % at 20 µM | P05186 | 200,000 tested, 0.26% active;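 active = tissue-nonspecific alkaline phosphatase inhibition above about 50% at 20 µM in the single-dose screen, limit read from the data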;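 also: 0% = DMSO negative control and 100% = EDTA positive control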
Target sequence (P05186 whole entry, looked up): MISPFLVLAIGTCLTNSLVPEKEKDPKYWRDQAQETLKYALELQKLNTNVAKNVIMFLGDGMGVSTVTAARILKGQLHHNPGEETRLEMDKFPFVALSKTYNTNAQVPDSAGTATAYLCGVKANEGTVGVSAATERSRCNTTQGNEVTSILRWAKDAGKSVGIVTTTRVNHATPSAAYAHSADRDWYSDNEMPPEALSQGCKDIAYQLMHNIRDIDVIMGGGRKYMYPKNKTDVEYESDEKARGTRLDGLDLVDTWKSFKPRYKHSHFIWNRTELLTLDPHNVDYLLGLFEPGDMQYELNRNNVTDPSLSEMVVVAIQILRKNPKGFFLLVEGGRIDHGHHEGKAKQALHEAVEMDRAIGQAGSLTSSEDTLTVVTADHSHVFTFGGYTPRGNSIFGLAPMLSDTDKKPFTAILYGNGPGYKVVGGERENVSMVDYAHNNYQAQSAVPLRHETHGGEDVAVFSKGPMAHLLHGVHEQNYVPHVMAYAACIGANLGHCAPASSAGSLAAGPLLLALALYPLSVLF
TNAP act hiacc = TNAP (human) activation, high acceptor | purified TNAP, CDP-star luminescence, 1 M DEA, 30 min; stronger effect = higher value; 0 = EDTA background, 1 = DMSO-only activity | activation factor at 20 µM | 200,000 tested, under 10 active | AID 1136;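 active = activation factor at least 2 at 20 µM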
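Control set: EDTA negative control, DMSO positive control / Assay system: human TNAP / Quantity: TNAP 1/800 final / Evaluation: TNAP activation factor scaled between EDTA and DMSO control wells / Measured by: luminescent substrate turnover signal / Compound dosing: one dose, 20 µM / Times: 30 min enzyme reaction at room temperature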
bIAP activator = increases bovine intestinal alkaline phosphatase activity. purified bovine IAP, CDP-star luminescence, 30 min; stronger effect = higher value; fold of DMSO-control signal, blank-subtracted. activation factor at 20 µM. 200,000 tested, 0.17% active;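 active = activation factor of 2 or more at 20 µM, a signal rise over negative controls twice the positive control's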
SRC2 TRFRET art = flags TR-FRET format artefacts in PPARgamma SRC-2 recruitment agonist screen | TR-FRET artefact counter-screen; stronger effect = higher value | TR-FRET ratio at 8 µM | 200,000 tested, 0.4% active | AID 1049; in the data active = TR-FRET ratio above about 2000; also: inactives centre near 1500
PPARg SRC3 recr = PPARgamma-driven SRC-3 recruitment agonism; biochemical PPARgamma/SRC-3 coactivator recruitment assay; P37231; activation, % at 8 µM; AID 731; 200,000 tested, 0.26% active; in the data active = activation above about 23%;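 also: 0% = DMSO and 100% = reference agonist; some compounds past the cut are filed as inactive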
TNAP inh hi DEA = TNAP (human) inhibition, high acceptor | purified TNAP, CDP-star luminescence, 1 M DEA | inhibition, % at 20 µM | 200,000 tested, 0.03% active | AID 1135;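 active = over 50% inhibition of tissue-nonspecific alkaline phosphatase at 20 µM in the single-dose screen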;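 also: plate controls were DMSO wells for no effect and EDTA-quenched wells as full inhibition for full effect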
* = called active by the depositor; x = no result given.

SMILES	PPARg SRC1 recr	bIAP inh	PPARg SRC2 recr	HMGR II inh	TNAP inh no acc	TNAP act hiacc	bIAP activator	SRC2 TRFRET art	PPARg SRC3 recr	TNAP inh hi DEA
COc1ccc(CC(=O)N2CCOCC2)cc1OC	7.2	14.0	-1.4	-8.7	-0.1	1	0.9	1412	-0.4	2.3
Cc1ccc(CNCC2CCCO2)o1 (stereo not given)	-8.1	8.0	5.8	-4.9	-9.2	1	0.9	1421	6.4	-4.3
CC(C)(C)NC(=O)CN(C(=O)c1ccc(CN2CCOCC2)o1)c1ccc2c(c1)OCCO2	0.6	1.0	3.1	-3.0	-14.4	1.1	1	1718	8.7	-6.3
N#Cc1ccccc1Cn1c(=O)n(CCCC(=O)NCc2ccc3c(c2)OCO3)c(=O)c2ccccc21	-5.0	9.6	-9.3	-7.2	-6.5	1	0.9	1646	-3.6	-1.4
CC(C)C(=O)NNS(=O)(=O)c1ccccc1	8.2	1.5	7.0	-0.8	-10.5	1	1	1652	1.6	-4.3
CC(c1ccccc1)N(CCC(c1ccccc1)C1CCOC(C)(C)C1)C(=O)c1ccco1 (stereo not given)	6.3	18.0	-0.3	-5.0	-6.2	1	0.8	1630	1.2	-1.5
c1ccc(-c2ccc(Oc3cc(N4CCOCC4)nc(-c4ccccc4)n3)cc2)cc1	-0.6	2.5	6.5	-1.1	-19.1	1.1	1	1552	10.9	-7.4
Cc1cccc(NC(=O)CN2C(=O)N/C(=C/c3ccc(C)o3)C2=O)c1	6.4	-4.2	9.8	-1.1	-14.9	1	1	1655	7.5	4.6
COc1ccc(N2CC(C(=O)Nc3ccc(S(=O)(=O)N4CCOCC4)cc3)CC2=O)cc1 (stereo not given)	-4.6	3.1	0.5	2.7	-5.8	1	1	1575	3.2	-3.6
Cc1nc(-c2ccc(O)c(O)c2)cs1	3.5	11.3	4.3	1.1	11.5	1	0.9	1625	3.6	-0.9
Cc1[nH]nc(SCC(=O)N2CCOCC2)c1[N+](=O)[O-]	-7.4	-11.1	-9.9	-0.7	-1.0	1	1.1	1433	-1.3	-0.1
COc1ccc(C(=O)C2CCN(C(=O)c3ccc(C)cc3)CC2)cc1	-0.1	0.9	1.8	-1.6	0.0	1	1	1594	-1.1	1.5
Cc1cc(C(=O)CSc2nnc(-c3ccccc3)o2)c(C)n1CC1COc2ccccc2O1 (stereo not given)	0.2	-4.5	-15.2	0.8	0.0	1	1	1404	-1.9	-4.6
NS(=O)(=O)c1ccc(NS(=O)(=O)c2cccs2)cc1	1.4	3.5	6.5	-1.3	-7.9	1	1	1417	2.3	4.3
Cc1cc(C)cc(N(CC(=O)NCc2cccnc2)S(C)(=O)=O)c1	3.0	3.7	-4.4	-3.4	-4.6	1.1	1	1603	-1.6	-10.0
CCN(CC)CCNC(=O)C(=O)NCC1OCCN1S(=O)(=O)c1ccc2c(c1)OCCO2 (stereo not given)	-2.9	-13.5	-1.9	-2.4	-5.7	1	1.1	1462	-2.7	0.7
CCOc1ccc(Cc2nc(C)c(CC(=O)N3CCOCC3)c(=O)[nH]2)cc1	-1.5	13.2	7.8	0.8	-11.0	1.1	0.9	1541	-1.6	-5.0
CN1CCC(=NNC(=O)CN(c2cccc(Br)c2)S(C)(=O)=O)CC1	9.1	-1.2	11.1	-2.6	-7.4	1	1	1747	-0.5	0.6
O=S(=O)(c1cccc(-c2nnc(SCc3nc4ccccc4s3)o2)c1)N1CCOCC1	2.0	-8.1	3.1	-9.0	0.1	1	1.1	1561	0.7	1.1
COc1ccc2[nH]c(=O)c(CN(CCO)C(=O)NCc3ccccc3)cc2c1	4.7	8.7	2.4	-3.2	-8.3	1	0.9	1652	-7.5	-0.6
O=c1cc(Cn2nnc(-c3ccc(Cl)cc3)n2)nc2sccn12	8.2	8.7	5.3	-2.8	-0.2	1.1	0.9	1729	-4.5	-6.7
Cn1c(-c2ccc(F)cc2)cnc1NCc1cccc(F)c1	1.0	22.3	3.0	-1.9	-9.0	1	0.8	1492	-0.7	-3.4
CC1(C)CC(=O)C=C(Nc2ccccc2O)C1	4.1	7.0	4.4	-5.7	-11.0	1.1	0.9	1690	5.7	-6.2
O=C(CSc1nnc(-c2cccc(S(=O)(=O)N3CCCC3)c2)n1-c1ccccc1)Nc1ccc(C(=O)O)cc1	-5.1	1.8	-3.9	-3.1	-13.4	1.1	1	1377	1.9	-5.0
O=C(CSc1nc2ccccc2o1)N/N=C/c1ccccc1	2.1	7.6	-7.4	-3.7	-6.6	1	0.9	1279	-1.1	1.0
CCCNC(=S)N1CCC(C(=O)c2ccc(OC)cc2)CC1	4.6	17.2	2.2	-9.8	-2.4	1	0.8	1580	-1.3	0.2
Cc1ccc(/C=N/N2CCN(c3ccncc3S(=O)(=O)N3CCCCC3)CC2)cc1	-0.8	8.2	1.0	2.1	-5.6	1	0.9	1578	-3.1	-3.0
O=C(Nc1ccccc1F)N(Cc1ccc(F)cc1)Cc1nc2ccccc2c(=O)[nH]1	2.2	-8.9	-1.8	-0.6	-12.9	1	1.1	1684	-1.0	-3.7
S=C(NCCCc1ccccc1)Nc1ccc(Cl)cc1	3.7	11.2	3.3	-0.9	-106.1	1.2	0.9	1682	3.2	-19.5
COC(=O)C1=C(C)N(C)C(=O)/C1=C\c1ccco1	1.9	22.5	1.2	-4.1	4.2	0.9	0.8	1425	6.1	7.4
O=C(Cn1ccc([N+](=O)[O-])n1)NCc1cccnc1	3.3	-31.4	9.8	-1.6	-12.0	1	1.3	1431	4.4	-4.2
O=C(Oc1coc(CSc2ncccn2)cc1=O)c1ccccc1[N+](=O)[O-]	7.1	31.8	9.4	0.1	-10.7	1	0.7	1559	1.6	-4.0
Cc1nc(-c2ccc(C(=O)NCCO)cc2)cs1	0.2	3.3	-2.5	-2.4	-8.8	1	1	1372	0.7	-4.6
Cc1ccc(-n2c(-c3ccco3)nc3c(cnn3-c3ccccc3C)c2=O)cc1	8.3	10.8	9.6	-1.2	-11.5	1.1	0.9	1689	-0.7	-8.4
COc1ccccc1NC(=O)c1ccccc1NS(=O)(=O)N1CCCC1	1.6	5.6	2.2	-0.1	-1.2	1	0.9	1544	-6.4	-4.8
O=C(Oc1ccccc1/C=C\C(=O)c1cc2ccccc2o1)c1ccccc1	7.8	-22.9	8.4	-1.7	-3.6	0.8	1.2	1865	4.3	18.6
CS(=O)(=O)c1ccc2nc(NC(=O)CC3CCCC3)sc2c1	-1.6	-16.8	4.4	1.1	-4.0	1.1	1.2	1413	-0.3	-9.1
COc1cc(NC(=O)C2=C(N3CCOCC3)/C(=C\c3ccc(N(C)C)cc3)CCC2)cc(OC)c1OC	-7.0	10.6	-15.7	-3.4	-9.2	1	0.9	1376	-2.7	-3.5
COc1cc2ccccc2cc1C(=O)Nc1cccnc1	-2.8	16.0	-4.1	-2.7	-4.4	1	0.8	1561	-4.6	0.2
Cc1cccc(-n2c(-c3ccoc3C)n[nH]c2=S)c1	-0.9	3.5	1.3	-1.3	2.7	1	1	1556	4.8	-1.4

4 of these compounds, set out differently.
molecule | PPARg SRC1 recr | bIAP inh | PPARg SRC2 recr | HMGR II inh | TNAP inh no acc | TNAP act hiacc | bIAP activator | SRC2 TRFRET art | PPARg SRC3 recr | TNAP inh hi DEA
O=C(Cn1ccc([N+](=O)[O-])n1)NCc1cccnc1 | 3.3 | -31.4 | 9.8 | -1.6 | -12.0 | 1 | 1.3 | 1431 | 4.4 | -4.2
Cc1ccc(-n2c(-c3ccco3)nc3c(cnn3-c3ccccc3C)c2=O)cc1 | 8.3 | 10.8 | 9.6 | -1.2 | -11.5 | 1.1 | 0.9 | 1689 | -0.7 | -8.4
COc1cc(NC(=O)C2=C(N3CCOCC3)/C(=C\c3ccc(N(C)C)cc3)CCC2)cc(OC)c1OC | -7.0 | 10.6 | -15.7 | -3.4 | -9.2 | 1 | 0.9 | 1376 | -2.7 | -3.5
Cc1cccc(-n2c(-c3ccoc3C)n[nH]c2=S)c1 | -0.9 | 3.5 | 1.3 | -1.3 | 2.7 | 1 | 1 | 1556 | 4.8 | -1.4

(next part)
SMILES	PPARg SRC1 recr	bIAP inh	PPARg SRC2 recr	HMGR II inh	TNAP inh no acc	TNAP act hiacc	bIAP activator	SRC2 TRFRET art	PPARg SRC3 recr	TNAP inh hi DEA
N#Cc1cc(Oc2cccc3cccnc23)c(-n2nnc3ccccc32)cc1C#N	5.2	3.0	3.4	-1.4	-3.5	1	1	1613	5.1	2.9
O=Cc1nc(-c2ccc(Cl)cc2)n2ccccc12	2.4	13.3	7.8	-7.1	-2.8	1	0.9	1616	4.0	0.7
O=C(Cn1ccsc1=NC(=O)c1ccco1)c1ccccc1	5.2	8.0	-1.9	-3.2	-7.4	1	0.9	1617	1.5	0.7
S=C(Nc1ccccn1)NC1CCCC1	-4.6	1.3	-2.2	-0.4	-2.1	1	1	1490	1.2	-2.9
Cc1ccsc1/C=N/Nc1ncnc2nc[nH]c12	1.1	-23.8	10.2	2.7	-88.4	1	1.2	1387	4.6	-4.2
Cc1ccc(-c2nc(C3CCN(S(C)(=O)=O)CC3)no2)cc1	0.6	-0.6	-0.3	-2.6	-9.5	1	1	1464	1.1	-4.1
COc1ccc(-n2cnnc2SCC(=O)Nc2nc(C)c(Cl)cc2Cl)cc1	4.4	1.2	12.8	-3.1	-8.9	1	1	1524	0.9	-2.2
O=C(NNC1=C(C(=O)C(F)(F)F)CCC1)c1ccc(Br)cc1	0.4	x	1.9	-3.7	-2.3	1	0.2	1432	-3.1	1.6
CC1CCCC(C)N1/N=C/c1ccc(C#N)cc1 (stereo not given)	-1.6	15.1	7.4	2.1	-10.1	1	0.8	1499	4.1	0.0
CCOCCOCN(C#N)c1nc(OC)nc(N(C)C)n1	1.5	3.5	-1.8	1.9	-5.2	1	1	1553	-2.9	-1.5
O=C(C1=C[C@H](c2ccccc2)C[C@H](OCc2ccc(CO)cc2)O1)N1CCOCC1	0.9	-11.1	2.5	-13.4	-7.9	1	1.1	1478	4.1	-2.5
CCc1ccccc1NC(=S)N(CCN1CCCCC1)Cc1ccco1	-2.9	3.3	-0.8	-0.1	-12.9	1.1	1	1732	3.9	-6.0
COc1ccc(NC(=O)c2sc(N3CCOCC3)nc2-c2ccccc2)c(OC)c1	0.1	3.9	-0.7	-9.2	-0.7	1	1	1584	-3.2	-2.3
CN=c1sc2ccccc2n1CC(O)COc1ccccc1 (stereo not given)	3.1	-3.7	-7.9	-6.8	-11.2	1.1	1	1384	-15.0	-7.0
Cc1ccc(-c2nc(N/N=C/c3ccncc3)c3ccccc3n2)cc1	-7.0	0.7	-3.1	1.1	-1.9	1	1	1288	-5.5	2.0
CCOC(=O)Cc1ccc(NS(=O)(=O)c2ccc(SC)cc2)cc1	6.4	-4.6	6.5	-3.4	-11.0	1	1	1366	-6.6	-2.9
CC(C)NC(=O)C1CCN(C2CCN(Cc3cn[nH]c3-c3ccccc3)CC2)CC1	9.5	-25.1	1.1	1.5	25.9	1	1.3	1642	-1.1	2.6
CC(C)(C)c1ccc(CCC(CC(=O)O)CC(=O)O)cc1	4.0	17.2	4.2	4.6	-7.0	1	0.8	1581	6.2	-2.9
C=CCN1C(=O)C(C(C)CC)NC1=S (stereo not given)	0.6	1.0	-1.2	2.5	-4.7	1	1	1597	1.7	1.3

High-throughput results as filed in PubChem BioAssay.
